TGFb inhibitor – TGF-b pathway inhibition; HepG2 CAGA-GFP TGF-b/SMAD3 reporter, GFP fluorescence, 18 h; TGF-beta stimulated, 500 pg/mL final; hit rate 1.2% among 410,000; AID 588855; Potency, µM (highest dose often 46.1 µM), for the others: top-dose activity, negative = inhibition, usual class: inhibitors; also: potency is read from the fitted curve at half-maximal effect; % is scaled to controls: 0 for no effect and ±100 for the full control effect; nearly all actives have a fitted effect of over 65% in size
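HEPG2 CAGA-GFP reporter cells (1000/well, DMEM with 1% FBS) received compounds, then recombinant TGF-beta at 500 pg/mL final for 18 hours at 37 degrees C. Per-cell GFP summed per well was normalised to unstimulated and stimulated DMSO controls before curve fitting.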
Abeta rescue – restores growth of yeast expressing A-beta42 peptide; yeast expressing A-beta42, growth rescue, OD600, 48 h; response scale: 0% DMSO, 100% iron-clioquinol control; Potency, µM (titrated, usually from 46.1 µM), without a hit: at the top dose growth rescue, usual class: activators; hit rate 0.063% among 410,000; AID 1347071; also: potency is read from the fitted curve at half-maximal effect; nearly all actives have a fitted effect of over 55% in size
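Yeast A-beta toxicity model in growth medium with pinned compounds, 48 h at 30 C; growth read as absorbance at 600 nm. Normalized to FeCl3/clioquinol equimolar mix (positive) and DMSO (negative).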
CCT chaperon mod – modulators of cytosolic chaperonin (CCT/TRiC) activity | hit rate 0.3% among 360,000 | activity change, % (test concentration not listed), hits read low | purified chaperonin ATPase assay, HTRF ADP detection, 30 min; in the data active = activity change below about -30%; also: % is scaled to controls: 0 for no effect and ±100 for the full control effect
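Nucleotide hydrolysis assay: TRiC at 20–40 nM final (set by batch activity) with 10 uM ATP, 30 min at 37 °C, in presence of 76 uM compound. Detection by competitive ADP HTRF, 30 min ambient.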
HepG2 tox – HepG2 cytotoxicity, counter-screen for TGF-b inhibitors; AID 588856; hit rate 0.76% among 410,000; HepG2 CAGA-GFP viability, ATP luminescence, 18 h; Potency, µM (highest dose often 46.1 µM), for inactives: at the highest dose activity change, negative = cytotoxicity, most hits filed as cytotoxic; also: potency is read from the fitted curve at half-maximal effect; some results filed as inactive show a strong effect at the top dose
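HepG2 CAGA-GFP cells (1000/well, DMEM with 1% FBS) received compound, then TGF-beta at 500 pg/mL final, and were incubated 18 hours at 37 degrees C. Viability was read by CellTiter-Glo luminescence. Media-only wells were set as complete cell-killing and DMSO as no toxicity.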
Nrf2 inh – inhibitors of Nrf2 signaling; Potency, µM (highest dose often 46 µM), without a hit: top-dose activity change, negative = inhibition, actives largely listed as inhibitors; hit rate 2.1% among 360,000; AID 504444; A549 ARE-Fluc reporter, luciferase luminescence, 18-24 h; also: potency is read from the fitted curve at half-maximal effect; % is scaled to controls: 0 for no effect and ±100 for the full control effect; nearly all actives have a fitted effect of over 60% in size
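Quantitative HTS in A549 cells stably bearing an antioxidant response element-firefly luciferase construct. Inhibition of Nrf2-driven transcription was scored by luminescence after 18-24 h of compound exposure at 37 °C.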
A549 tox – A549 cytotoxicity, counter-screen for Nrf2 inhibitors; A549 ARE-Fluc cells, CellTiter-Fluor viability, 18-24 h; Potency, µM (top dose mostly 46 µM), inactives show top-dose activity change, negative = cytotoxicity, actives largely listed as inhibitors; hit rate 0.16% among 390,000; also: potency is read from the fitted curve at half-maximal effect; % is scaled to controls: 0 for no effect and ±100 for the full control effect
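A549 ARE-Fluc cells in 5% FBS OPTI-MEM, 5000 cells/well, rested 2 h then exposed to compounds in concentration-response for 18-24 h at 37 °C. Viability by CellTiter-Fluor fluorescence (Ex 405/Em 525) after 30 min; luciferase luminescence (BugLite, 15 min, RT) read afterwards.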
Nrf2 ARE act – activators of Nrf2 (ARE) signaling; AREc32 ARE-luciferase reporter (MCF7-derived line), luminescence, 24 h; Potency, µM (titrated, usually from 46.1 µM), for inactives: top-dose activation, hits mostly activators; hit rate 0.31% among 410,000; AID 624171; also: potency is read from the fitted curve at half-maximal effect; % of control where 0% means no effect; nearly all actives have a fitted effect of over 65% in size
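Luciferase luminescence (Steady-Glo, 30 min at room temperature) served as the read-out of ARE activation in AREc32 cells treated with compounds for 24 hr at 37 deg C.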
Mm-Cpn inhibitor – M. maripaludis TRiC chaperonin inhibition. hit rate 0.031% among 330,000. AID 504842. purified Mm-Cpn ATPase, ADP Transcreener TR-FRET. Potency, µM (top dose mostly 76.9 µM), for the others: at the top dose activity, negative = inhibition, most hits filed as inhibitors; also: potency is read from the fitted curve at half-maximal effect; % is scaled to controls: 0 for no effect and ±100 for the full control effect; nearly all actives have a fitted effect of over 80% in size
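ATPase turnover read by TR-FRET ADP competition (Eu cryptate antibody/ADP-d2, 665/590 nm): 10uM ATP final, 25nM Mm-CPN final, 30 min 37degC after 10-min compound preincubation, pH 7.4 Tris/KCl/MgCl2/DTT buffer.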
pAkt inh – inhibitors of Akt phosphorylation. Neuro2A IGF-stimulated pAkt S473 HTRF, 20 min; active compounds read low. activity change, % for hits at 50 µM. hit rate 0.32% among 360,000. AID 651550; in the data active = activity change below about -80%; inconclusive = mostly about -51% to -80%; also: % is scaled to controls: 0 for no effect and ±100 for the full control effect
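Neuro2A cells (4,500/well, DMEM with 0.5% FBS) were treated with compound at a single 50 µM final concentration, stimulated with 6 nM IGF for 20 min at 37 °C, and lysed. Phospho-Akt Ser473 was read by HTRF as 665/615 ratio ×10^4.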
An asterisk follows results filed as active; i = inactive; ? = inconclusive; · = no result given; [ ] = another dose, or the depositor's remark. Unless noted, calls follow the shape of the dose curve; as a rule, active = well fitted curve in the direction sought with a large enough effect; inconclusive = small, poorly fitted or top-dose-only effect, or another doubt; inactive = no such curve, though single readings can be large; an effect the other way counts as inactive or inconclusive. No enrichment for hits; 4.3% or so of the library scored in one or more.

Structure	TGFb inhibitor	Abeta rescue	CCT chaperon mod	HepG2 tox	Nrf2 inh	A549 tox	Nrf2 ARE act	Mm-Cpn inhibitor	pAkt inh
CCc1c(O)nc(SCC(=O)Nc2ccccc2C)[nH]c1=O	9%	2%	-1.7	0%	·	-4%	-0.5%	-2%	i
CCCCNC(=O)NS(=O)(=O)c1ccc(NS(=O)(=O)c2ccccc2)cc1	3%	2%	0.7	-14%	22%	-8%	-0.6%	1%	i
CNc1cccc(-c2ccc(N3CCN(C)CC3)nc2)n1	-1%	-18%	-1.4	-1%	·	·	-0.3%	·	i
COc1cc(S(=O)(=O)N2CCOCC2)ccc1NC(=O)CSc1nnc(N)s1	2%	-2%	-1.7	5%	-5%	-7%	0.0%	-1%	i
O=C(CCCCCCN1C(=O)c2ccccc2C1=O)NC1CCCCC1	-18%	-1%	1.6	-2%	11%	5%	-0.8%	-8%	i
CCOc1ccc(CN2C(=O)c3ccccc3C2=O)cc1C(=O)O	11%	6%	0.3	7%	-12%	-1%	0.2%	-25%	i
Cc1ccc2nc(NCc3ccccc3)c3nnnn3c2c1	10%	-10%	·	-74%	?	7%	2.8%	·	·
COc1ccc(C(=O)OCC(=O)N2CCc3ccccc3C2)cc1OC	10%	-7%	-3.1	12%	4%	-4%	-0.1%	-7%	i
O=c1[nH]c2cc(F)ccc2c2ccc(F)cc12	0%	-3%	-1.1	-6%	?	-2%	4.0%	·	i
O=C(Cn1ncc2c3ccccc3n(Cc3cccc(Cl)c3)c2c1=O)N1CCCCCC1	-14%	5%	·	0%	?	0%	0.6%	·	·
CC1CCc2nc(NC(=O)c3cc(C(C)(C)C)nn3C)sc2C1 (stereo not given)	6%	3%	1.7	-2%	-14%	-1%	0.4%	-4%	i
CC1CC(C)CN(CCCNC(=O)Cc2c(C(=O)O)[nH]c3ccccc23)C1 (stereo not given)	10%	-5%	-2.0	-5%	-14%	0%	2.2%	2%	i
CCOc1ccccc1N1CCN(Cc2ccc(Br)s2)CC1	-24%	-5%	0.0	-10%	-14%	·	0.2%	-2%	i
CC(N)c1csc(NC(=O)c2cc(C(C)(C)C)nn2Cc2ccccc2)n1 (stereo not given)	22µM*	-2%	0.2	-99%	·	·	-0.9%	·	i
CC1(C(=O)NS(=O)(=O)c2ccc(F)cc2F)CCN1C(=O)CC(c1ccccc1)c1ccccc1 (stereo not given)	-5%	6%	0.3	-2%	·	·	-0.2%	·	i
CC(C)(C)c1ccc(C(=O)NCCCNC(=O)c2cccnc2)cc1	2%	6%	0.3	-10%	8.2µM*	-3%	-0.7%	0%	i
COc1cc(OC)c(NC(=O)c2c(C)oc3ncn(C)c(=O)c23)cc1Cl	2%	-5%	·	-1%	8%	0%	0.7%	·	·
C=CC[C@@H](Cc1ccc(F)cc1)C(=O)OC[C@@H]1CCCN1C(=O)[C@H](CC=C)CC(=O)N(CCO)Cc1ccccc1	?	5%	-3.0	-27%	?	-27%	-1.2%	-3%	i
Cc1ccc(S(=O)(=O)N(C)CC(=O)OCC(=O)NCCc2ccc(S(N)(=O)=O)cc2)cc1	-4%	0%	1.6	-4%	3%	4%	-0.3%	2%	i
CCOC(=O)[C@]12CCC=C1N(Cc1ccc3c(c1)OCO3)C(=O)[C@H](CC(=O)NCCCOC)C2	·	-1%	0.4	·	·	·	-0.3%	·	i
Cc1cc(C)nc(N2CCCC(C(=O)NCCC3=CCCCC3)C2)n1 (stereo not given)	-2%	4%	-5.9	35%	4%	?	-0.8%	0%	i
CC1CCCCN1S(=O)(=O)c1cc2c(=O)nc3ccccn3c2cc1Cl (stereo not given)	2%	-10%	·	5%	·	-2%	0.4%	·	·
O=C(Cn1nnc(-c2ccccc2)n1)Nc1ccc2c(c1)OCO2	-8%	-9%	-2.3	-5%	-4%	0%	0.1%	-2%	i
Cc1ccccc1CN1CCN(Cc2ccccc2C(F)(F)F)CC1	?	11%	-1.6	-72%	-4%	-4%[1.84 µM]	0.2%	-5%	i

Part of the list above in order of number of heavy atoms, highest first:
Structure	TGFb inhibitor	Abeta rescue	CCT chaperon mod	HepG2 tox	Nrf2 inh	A549 tox	Nrf2 ARE act	Mm-Cpn inhibitor	pAkt inh
COc1cc(OC)c(NC(=O)c2c(C)oc3ncn(C)c(=O)c23)cc1Cl	2%	-5%	·	-1%	8%	0%	0.7%	·	·
Cc1cc(C)nc(N2CCCC(C(=O)NCCC3=CCCCC3)C2)n1 (stereo not given)	-2%	4%	-5.9	35%	4%	?	-0.8%	0%	i
O=C(Cn1nnc(-c2ccccc2)n1)Nc1ccc2c(c1)OCO2	-8%	-9%	-2.3	-5%	-4%	0%	0.1%	-2%	i

(further entries)
Structure	TGFb inhibitor	Abeta rescue	CCT chaperon mod	HepG2 tox	Nrf2 inh	A549 tox	Nrf2 ARE act	Mm-Cpn inhibitor	pAkt inh
O=C1NC[C@H](CCCCN2C[C@@H](Cc3ccccc3)N(CCC3CCCCC3)C(=O)C2=O)N(CCC2CCCCC2)C1=O	·	-5%	1.8	·	·	·	-4.9%	·	i
CCOC(=O)c1cccc(NC(=O)N2CCC(CN3CCc4ccccc4C3)CC2)c1	?	-5%	·	-32%	2%	-3%	6.6%	·	·
CC(=O)c1cccc(NC(=S)Nc2ccc(F)cc2)c1	-2%	-1%	-0.2	19%	11%	3%	8.1%	0%	i
N#CC1=C(N)Oc2cc(O)ccc2C1c1ccncc1 (stereo not given)	96%[activator]	-4%	-2.4	9%	15%	-6%	-0.2%	1%	i
Cc1ccc([C@H]2C[C@H](O)[C@@H](n3cc(-c4ccc(F)cc4)nn3)CN2CC2CCCCC2)cc1	0%	-2%	0.5	0%	·	·	0.1%	·	i
Clc1ccc(/C=C/c2ncc3ccccn23)cc1	15%	-13%	-3.1	-14%	?	7%	?	0%	i
CCOC(=O)c1nc(NCc2cccc(OC)c2)c2ccccc2n1	?	7%	1.0	-5%	?	9%	3.6%	-4%	i
Cn1c(SCC(=O)N2CCN(C(=O)c3ccco3)CC2)nnc1-c1ccc(NS(C)(=O)=O)cc1	0%	-7%	-2.0	-4%	1%	-2%	0.1%	-2%	i
Fc1cccc(Cc2noc(CN3CCCCC3CCc3ccccn3)n2)c1 (stereo not given)	-21%	9%	1.6	-12%	-2%	8%	3.2%	2%	i
CCC(=O)NC(C)C(c1cccs1)N1CCN(Cc2ccccc2)CC1 (stereo not given)	2%	-1%	1.0	0%	11%	1%	-0.7%	-2%	i
O=C(COC(=O)c1ccc(S(=O)(=O)N2CCCC2)cc1)Nc1ccc(F)cc1F	10%	9%	1.1	11%	4%	1%	-0.5%	-1%	i
CN(C)C1=NCCN1CCc1ccc(F)cc1	-9%	-10%	0.0	0%	7%	0%	0.2%	-3%	i
CCOC(=O)c1csc(N)c1-c1ccc([N+](=O)[O-])cc1	-11%	30%	3.5	-3%	?	0%	4.1%	-1%	i
COc1ccccc1-c1nnc(NC(=O)C(C)SC2=NCCS2)s1 (stereo not given)	-26%	3%	0.1	-32%	-16%	-5%	16%	-13%	i
COc1ccc2ccccc2c1/C=N/NC(=O)c1ccc([N+](=O)[O-])cc1	0%	-2%	1.3	-8%	-16%	-11%	-0.2%	0%	i
COc1ccc(NS(=O)(=O)c2ccc(C)c(C(=O)N(C)CCc3ccc(OC)c(OC)c3)c2)cc1	0%	7%	-4.2	-27%	21µM*	-29%	-0.6%	-1%	i
O=C(CCCc1ccccc1)c1ccccc1	8%	-13%	-1.8	3%	?	-1%	3.1%	1%	i
COc1ccc(CC2(CO)CCN(CC3=Cc4cc(Cl)ccc4OC3)CC2)cc1	?	1%	1.1	-97%	13µM*	-23%	2.5%	-1%	i
COc1ccc(-c2nnc(COc3ccc4ccccc4c3)o2)cc1OC	22%	12%	0.2	-36%	23µM*	·	3.8%	-4%	i
CCCN(CC(=O)Nc1ccccc1OC)C(=O)c1cnc(Cl)c(Cl)c1	0%	-4%	0.6	-9%	11%	1%	4.9%	0%	i
C/C(=N\NC(=S)NCc1ccccc1)c1ccc(Br)cc1	-2%	?	0.8	-8%	24%	7%	3.5%	2%	i
CCO[C@@H]1OC(C(=O)N2CCN(Cc3ccccc3)CC2)=C[C@H](c2cn(C(C)=O)c3ccccc23)[C@H]1CCCO	?	2%	-1.9	-31%	-8%	-2%	4.6%	·	i
CCCCSc1nc(C)c(C(C)=O)cc1C#N	8%	-5%	-0.2	-39%	25%	-8%	5.0%	0%	i
COc1cccc(N2CCN(c3ccc(S(=O)(=O)N4CCN(C)CC4)cc3[N+](=O)[O-])CC2)c1	-16%	-13%	2.2	-29%	?	-20%	8.7%	0%	i
CCOc1ccc(Cl)cc1-c1cc(C(=O)NCc2cc(C(F)(F)F)cc(C(F)(F)F)c2)[nH]n1	16µM*	-10%	0.2	-22%	·	·	0.2%	·	i
CC1=NN(c2nc(N)nc(/C(C#N)=C/c3ccc([N+](=O)[O-])o3)n2)C(C)(C)C1	?	11%	-1.6	-27%	2%	-3%	1.3%	·	i
Cc1onc(-c2c(F)cccc2Cl)c1C(=O)NCC1COc2ccccc2O1 (stereo not given)	0%	7%	-1.0	5%	-9%	3%	-0.3%	1%	i
COc1ccc(O)c(C2(O)C(=O)c3ccccc3C2=O)c1	3%	4%	-0.8	6%	0%	1%	0.3%	3%	i
CCC(=O)Nc1ccc(C(=O)CSc2nc3ccccc3cc2CC)cc1	-25%	19%	-1.8	-27%	?	-5%	3.4%	2%	i
O=C(c1cc2ccccc2oc1=O)N(Cc1ccc(F)cc1)C1CCS(=O)(=O)C1 (stereo not given)	0%	24%	-0.2	29%	18%	1%	7.3%	2%	i
